IDH1 mut inh: IDH1 R132H (human) inhibition. O75874. IDH1 R132H reductase, diaphorase/resazurin fluorescence, 60 min. inhibition, % at 10 µM. 70,000 tested, 0.18% active. AID 624101; in the data active = inhibition above about 34%;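 also: 0% = DMSO and 100% = no enzyme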
EZH2 inh: EZH2 (human) methyltransferase inhibition; Q15910; PRC2 H3K27 methylation, DELFIA TRF, 1 h; inhibition, % at 12.5 µM; 57,000 tested, 0.35% active; AID 651548;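 active = mean inhibition of replicates at least 50% and every single replicate also reaching 50%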;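 also: dimethyl H3K27 on biotinylated H3 21-44 peptide detected by antibody; plate controls were median neutral control wells for no effect and median positive control wells for full effect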
Target sequence (Q15910 whole entry, looked up): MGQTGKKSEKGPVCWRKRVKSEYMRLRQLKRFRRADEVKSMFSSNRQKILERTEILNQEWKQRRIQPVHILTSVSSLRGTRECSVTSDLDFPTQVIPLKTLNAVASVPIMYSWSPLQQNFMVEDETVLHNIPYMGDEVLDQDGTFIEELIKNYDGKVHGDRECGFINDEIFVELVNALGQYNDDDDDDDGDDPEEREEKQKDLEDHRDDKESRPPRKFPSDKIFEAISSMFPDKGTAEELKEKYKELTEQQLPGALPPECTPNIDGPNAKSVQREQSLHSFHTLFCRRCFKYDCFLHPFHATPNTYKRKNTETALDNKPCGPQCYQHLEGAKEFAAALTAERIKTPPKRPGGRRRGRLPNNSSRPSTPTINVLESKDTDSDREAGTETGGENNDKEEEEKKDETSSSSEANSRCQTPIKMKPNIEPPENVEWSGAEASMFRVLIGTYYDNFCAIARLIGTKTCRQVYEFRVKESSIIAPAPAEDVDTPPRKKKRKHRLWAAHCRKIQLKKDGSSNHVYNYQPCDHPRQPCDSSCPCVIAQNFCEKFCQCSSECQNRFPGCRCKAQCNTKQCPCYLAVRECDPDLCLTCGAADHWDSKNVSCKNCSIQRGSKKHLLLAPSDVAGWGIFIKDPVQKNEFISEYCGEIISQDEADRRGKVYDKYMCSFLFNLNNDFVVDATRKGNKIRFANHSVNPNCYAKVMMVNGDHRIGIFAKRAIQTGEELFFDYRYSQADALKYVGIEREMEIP
* hit, by the source's call; x = no result given. An excerpt. The share of hits here may be higher or lower than overall.

structure	IDH1 mut inh	EZH2 inh
C[C@@H]1CN([C@H](C)CO)C(=O)c2cccc(NC(=O)CCCCCC(=O)Nc3ccccc3N)c2O[C@@H]1CN(C)S(=O)(=O)c1ccc(F)cc1	x	-22
C[C@H]1CN([C@@H](C)CO)C(=O)c2cc(/C=C/c3ccccc3)cnc2O[C@@H]1CN(C)Cc1cccnc1	-0.4	-14
O=C(N[C@@H]1CC[C@H](CCn2cc(C3(O)CCCC3)nn2)O[C@@H]1CO)C1CC1	0.0	0
C[C@H](CO)N1C[C@H](C)[C@@H](CN(C)CC2CCOCC2)Oc2ncc(Br)cc2C1=O	-0.5	x
C[C@@H]1CN([C@@H](C)CO)C(=O)CCCn2nncc2CO[C@H]1CN(C)C(=O)Nc1ccc(N2CCCCC2)cc1	x	0
CO[C@@H]1CN(C)C(=O)c2ccc(NC(=O)c3ccc4c(c3)OCO4)cc2OC[C@H](C)N(CCC(F)(F)F)C[C@H]1C	0.5	-4
COc1ccc(C#Cc2cnc3c(c2)C(=O)N([C@@H](C)CO)C[C@@H](C)[C@@H](CN(C)C(=O)CC2CC2)O3)cc1	-0.2	-2
C[C@H](CO)N1C[C@H](C)[C@@H](CN(C)C(=O)CC2CC2)Oc2cc(C3=CCCCC3)ccc2S1(=O)=O	x	8
CCCNC(=O)N[C@H]1CC[C@H](CC(=O)NC2CCCCC2)O[C@@H]1CO	0.1	2
N#C[C@H]1[C@@H](c2ccc(C#CC3CCCCC3)cc2)[C@@H](CO)N1C(=O)c1cccc(F)c1	-0.1	x
CCc1c(O)nc(SCC(N)=O)n(-c2ccccc2F)c1=O	0.0	-5
COc1cccc(S(=O)(=O)Nc2ccc3c(c2)OC[C@@H](C)NC[C@H](C)[C@@H](OC)CN(C)C3=O)c1	-0.2	-10
CCCNC(=O)N1C[C@@H](C)[C@@H](OC)CN(C)C(=O)c2cc(NS(=O)(=O)CC(F)(F)F)ccc2OC[C@@H]1C	-0.1	-4
CNC[C@H]1Oc2cc(C#CCC3CCCC3)ccc2S(=O)(=O)N([C@H](C)CO)C[C@@H]1C	-0.4	-43
C[C@@H]1CN([C@@H](C)CO)C(=O)Cc2cc(NS(=O)(=O)c3cccs3)ccc2O[C@@H]1CN(C)Cc1ccc(Cl)c(Cl)c1	-1.7	x
C[C@@H]1CN([C@H](C)CO)C(=O)c2cc(C#C[C@@H](C)O)cnc2O[C@@H]1CN(C)C(=O)CN1CCOCC1	-2.0	10
CN(C)CCCNC(=O)C[C@@H]1CC[C@H](NC(=O)c2ccccc2F)[C@@H](CO)O1	0.3	1
C[C@@H]1CN([C@H](C)CO)C(=O)c2cc(NC(=O)C3CC3)ccc2O[C@@H]1CN(C)Cc1ccccc1	0.0	10
O=C(OC[C@@]1(O)[C@H]2[C@H](O[C@@H]3O[C@H](CO)[C@@H](O)[C@H](O)[C@H]3O)OC=C[C@H]2[C@H](O)[C@H]1Cl)c1ccccc1	-0.4	x
CNC[C@@H]1Oc2ccc(NS(C)(=O)=O)cc2C(=O)N([C@H](C)CO)C[C@H]1C	0.9	9
C[C@@H]1CCCCO[C@H](CN(C)C(=O)c2ccncc2)[C@@H](C)CN([C@H](C)CO)C(=O)c2cc(NC(=O)c3ccccc3)ccc2O1	4.1	x
Nc1[nH]nc2nc3ccccc3nc12	-1.1	x
COc1ccc(NC(=O)Nc2ccc3c(c2)CC(=O)N([C@@H](C)CO)C[C@@H](C)[C@@H](CN(C)S(=O)(=O)c2cn(C)cn2)O3)cc1	-0.9	x
CCCc1cn(CC[C@H]2CC[C@H](NC(=O)Cc3cccnc3)[C@H](CO)O2)nn1	0.2	-7
O=C(Nc1ccc2c(c1)[C@H]1C[C@H](CC(=O)N3CCOCC3)O[C@H](CO)[C@H]1O2)C1CCC1	0.8	-5
C[C@@H]1CN([C@H](C)CO)C(=O)Cc2cc(NC(=O)Cc3cn(C)c4ccccc34)ccc2O[C@H]1CN(C)Cc1ccccc1	-39	-34
N#Cc1c(NC(=O)Cn2ccc([N+](=O)[O-])n2)sc2c1CCC2	0.0	9
C[C@H](CO)N1C[C@H](C)[C@H](CN(C)Cc2ccc3c(c2)OCO3)Oc2ccc(NS(=O)(=O)c3cn(C)cn3)cc2C1=O	0.3	x
CCCN(C)C[C@H]1OCCCC[C@@H](C)Oc2ccc(NC(=O)NC3CCCCC3)cc2C(=O)N([C@@H](C)CO)C[C@H]1C	0.1	0
COCc1cn(CC[C@H]2CC[C@@H](NC(=O)Nc3ccc4c(c3)OCO4)[C@@H](CO)O2)nn1	-0.2	-11
O=C(O)c1cc(N(Cc2ccccc2O)Cc2cc(O)ccc2O)ccc1O	41*	-12
CN(C)CC(=O)Nc1ccc2c(c1)[C@H]1C[C@@H](CC(=O)N3CCCCC3)O[C@H](CO)[C@H]1O2	-1.2	6
CCCNc1ncnc2ccccc12	x	-7
Cc1ccccc1-c1ccc2c(c1)O[C@@H](CN(C)Cc1ccncc1)[C@H](C)CN([C@@H](C)CO)S2(=O)=O	3.7	6
O=C1c2ccccc2[C@](Cc2ccccc2I)(C(=O)NCc2ccccc2)[C@H](c2ccc(CO)cc2)N1C1CCCCC1	x	2
Cc1ccc(S(=O)(=O)N(C)C[C@@H]2Oc3ccc(NC(=O)CCN4CCOCC4)cc3C(=O)N([C@@H](C)CO)C[C@@H]2C)cc1	x	12
C[C@H]1CN([C@@H](C)CO)C(=O)c2cc(NC(=O)Cn3cnnn3)ccc2O[C@@H]1CN(C)Cc1ccc(Oc2ccccc2)cc1	-0.2	4
C[C@H](CO)N1C[C@H](C)[C@@H](CN(C)C(=O)Nc2ccccc2)Oc2ccc(NC(=O)Nc3ccccc3)cc2CC1=O	0.2	-7
Cc1noc(C)c1S(=O)(=O)N(C)C[C@H]1OCCCC[C@H](C)Oc2ccc(NC(=O)NC3CCCCC3)cc2C(=O)N([C@@H](C)CO)C[C@@H]1C	-14	x
C[C@@H]1CN([C@@H](C)CO)C(=O)c2cc(-c3cccc(F)c3)cnc2O[C@H]1CN(C)Cc1cncnc1	0.3	2
C[C@@H]1CN([C@H](C)CO)S(=O)(=O)c2ccc(-c3cccnc3)cc2O[C@@H]1CN(C)C(=O)c1ccc2c(c1)OCO2	0.7	x
CC(=O)c1cccc(N(CC(=O)Nc2ccc(Br)cc2F)S(C)(=O)=O)c1	0.0	-8
Cc1ccc(S(=O)(=O)Nc2ccc3c(c2)C(=O)N([C@@H](C)CO)C[C@@H](C)[C@@H](CN(C)S(=O)(=O)c2cccs2)O3)cc1	-0.9	x
C[C@@H]1CN([C@H](C)CO)C(=O)Cc2cc(NC(=O)C3CCCCC3)ccc2O[C@@H]1CN(C)S(=O)(=O)c1ccc(Cl)cc1	1.6	x
C[C@H](CO)N1C[C@H](C)[C@H](CN(C)S(=O)(=O)c2ccc(Cl)cc2)Oc2ccc(NC(=O)CCCN(C)C)cc2CC1=O	x	-10
C[C@@H]1CN([C@H](C)CO)C(=O)c2cc(C3=CCCC3)cnc2O[C@@H]1CN(C)C	-1.0	1
O=C(O)CCCCCCC(=O)NN=C1CCCCCC1	x	14
C[C@@H]1CN([C@@H](C)CO)S(=O)(=O)c2ccc(C3=CCCCC3)cc2O[C@H]1CN(C)C(=O)CN(C)C	x	-30
O=C(Nc1cccc(F)c1)N[C@H]1CC[C@H](CCn2cc(Cc3ccccc3)nn2)O[C@@H]1CO	0.1	2
CCCN(C)C[C@H]1OCCCC[C@@H](C)Oc2ccc(NS(=O)(=O)c3ccc(OC)cc3)cc2C(=O)N([C@@H](C)CO)C[C@H]1C	0.8	8
C[C@H]1CN([C@@H](C)CO)C(=O)c2cc(NC(=O)Nc3ccccc3)ccc2O[C@H]1CN(C)C(=O)Nc1cccc2ccccc12	0.1	x
C[C@@H]1CN([C@@H](C)CO)C(=O)c2cc(-c3ccc(F)cc3)cnc2O[C@@H]1CN(C)C(=O)Nc1ccc(F)cc1	-0.1	-9
C[C@H]1CN([C@@H](C)CO)C(=O)Cc2cc(NS(=O)(=O)c3ccc(F)cc3)ccc2O[C@H]1CN(C)CC1CC1	0.3	x
COC(=O)c1ccc(CSc2nnc(-c3cccc(Br)c3)o2)o1	-0.1	23
CCCNC(=O)Nc1ccc2c(c1)OC[C@H](C)N(Cc1cccnc1)C[C@H](C)[C@H](OC)CN(C)C2=O	-0.1	-5
O=C(C[C@@H]1C[C@H]2c3cc(NC(=O)c4ccc5c(c4)OCO5)ccc3O[C@H]2[C@H](CO)O1)NCc1ccccn1	-0.7	-3
COc1ccc(NC(=O)N(C)C[C@H]2OCc3ccccc3-c3ccccc3C(=O)N([C@H](C)CO)C[C@@H]2C)cc1	-0.6	-35
COc1ccc(NC(=O)Nc2ccc3c(c2)C(=O)N([C@H](C)CO)C[C@H](C)[C@H](CN(C)S(=O)(=O)c2cccs2)O3)cc1	0.2	x
Cc1ccc(S(=O)(=O)Nc2ccc3c(c2)C(=O)N([C@@H](C)CO)C[C@H](C)[C@@H](CN(C)S(=O)(=O)c2ccc(F)cc2)O3)cc1	0.1	x
C[C@@H]1CCCCO[C@@H](CN(C)C)[C@H](C)CN([C@H](C)CO)C(=O)c2cc(NS(C)(=O)=O)ccc2O1	4.2	-8

(next part)
Results follow in this order: IDH1 mut inh, EZH2 inh
> C[C@@H]1CN([C@H](C)CO)C(=O)c2cccc(NC(=O)Nc3ccc(C(F)(F)F)cc3)c2O[C@@H]1CN(C)Cc1ccc(Cl)c(Cl)c1
 : 1.8, x
> Cc1ccccc1OCC(=O)NC(=S)Nc1ccccc1-c1nc2ccccc2s1
 : -0.8, 5
> CCCC(=O)Nc1ccc2c(c1)OC[C@@H](C)N(Cc1ccccc1F)C[C@H](C)[C@@H](OC)CN(C)C2=O
 : -0.4, -9
> CO[C@@H]1CN(C)C(=O)c2cc(NS(=O)(=O)CC(F)(F)F)ccc2OC[C@H](C)N(C(=O)c2ccc3c(c2)OCO3)C[C@H]1C
 : 0.0, 6
> O=C(NCC[C@H]1CC[C@H](NS(=O)(=O)c2ccccc2)[C@@H](CO)O1)c1ccc2c(c1)OCO2
 : 0.0, 3
> C[C@@H]1CN([C@H](C)CO)C(=O)c2cc(NC(=O)Nc3ccc(F)cc3)ccc2O[C@H]1CN(C)S(=O)(=O)c1ccccc1
 : 0.3, 0
> C[C@H]1CN([C@@H](C)CO)C(=O)c2cc(NC(=O)Nc3ccccc3)ccc2O[C@@H]1CN(C)C(=O)Nc1ccc2c(c1)OCO2
 : -0.7, x
> O=C(NCc1ccco1)c1n[nH]c(=O)c2ccccc12
 : 0.4, 2
> C[C@@H]1CN([C@@H](C)CO)C(=O)Cc2cc(NC(=O)Nc3ccc(F)cc3)ccc2O[C@H]1CN(C)Cc1ccc(C(=O)O)cc1
 : 7.0, 12
> C[C@H](CO)N1C[C@H](C)[C@H](CN(C)C(=O)Nc2ccc3c(c2)OCO3)Oc2c(NC(=O)Nc3ccc(F)cc3)cccc2C1=O
 : -0.7, x
> CCOc1ccc(NC(=O)CSc2nc3nc(C)cc(C)n3n2)cc1
 : -0.2, 10
> COc1ccccc1S(=O)(=O)N(C)C[C@H]1Oc2cc(C#CCC(C)C)ccc2S(=O)(=O)N([C@@H](C)CO)C[C@H]1C
 : 0.1, x
> COCC(=O)Nc1ccc2c(c1)C(=O)N(C)C[C@@H](OC)[C@@H](C)CN(Cc1ccccn1)[C@@H](C)CO2
 : -0.4, -4
> C[C@H](CO)N1C[C@H](C)[C@H](CN(C)S(=O)(=O)c2cccs2)OCCCC[C@H](C)Oc2ccc(NS(=O)(=O)c3ccc(Cl)cc3)cc2C1=O
 : 0.0, x
> C[C@@H]1CCCCO[C@H](CN(C)C(=O)Nc2ccc(C(F)(F)F)cc2)[C@H](C)CN([C@H](C)CO)C(=O)c2cc(NS(=O)(=O)c3cn(C)cn3)ccc2O1
 : 2.3, x
> O=C(C[C@@H]1C[C@@H]2c3cc(NC(=O)c4cccnc4)ccc3O[C@@H]2[C@H](CO)O1)NC1CCCCC1
 : 0.0, 13
> C[C@@H]1CN([C@H](C)CO)C(=O)c2cc(NC(=O)Cc3cn(C)c4ccccc34)ccc2O[C@@H]1CN(C)S(=O)(=O)c1ccccc1
 : -0.7, -6
> COc1cc(C(=O)Nc2cccc(-c3nc4ncccc4o3)c2)cc(OC)c1OC
 : -0.8, 9
> C[C@H]1CN([C@@H](C)CO)C(=O)c2cc(NS(C)(=O)=O)ccc2O[C@@H]1CN(C)Cc1ccc(C(=O)O)cc1
 : 2.9, x
> Cc1c(NC(=O)CN2C(=O)c3ccccc3S2(=O)=O)c(=O)n(-c2ccccc2)n1C
 : 1.1, -3

Entries listed so far that have a cyano group (two):
Results follow in this order: IDH1 mut inh, EZH2 inh
> N#C[C@H]1[C@@H](c2ccc(C#CC3CCCCC3)cc2)[C@@H](CO)N1C(=O)c1cccc(F)c1
 : -0.1, x
> N#Cc1c(NC(=O)Cn2ccc([N+](=O)[O-])n2)sc2c1CCC2
 : 0.0, 9

Pulled one by one from the list above (four):
Results follow in this order: IDH1 mut inh, EZH2 inh
> Cc1ccccc1OCC(=O)NC(=S)Nc1ccccc1-c1nc2ccccc2s1
 : -0.8, 5
> CO[C@@H]1CN(C)C(=O)c2cc(NS(=O)(=O)CC(F)(F)F)ccc2OC[C@H](C)N(C(=O)c2ccc3c(c2)OCO3)C[C@H]1C
 : 0.0, 6
> C[C@@H]1CN([C@@H](C)CO)C(=O)Cc2cc(NC(=O)Nc3ccc(F)cc3)ccc2O[C@H]1CN(C)Cc1ccc(C(=O)O)cc1
 : 7.0, 12
> CCOc1ccc(NC(=O)CSc2nc3nc(C)cc(C)n3n2)cc1
 : -0.2, 10

High-throughput results deposited in PubChem BioAssay by Broad Institute.
